From PubChem
Abeta rescue: A-beta toxicity reversal in yeast | Potency, µM (highest dose often 46.1 µM), for inactives: at the top dose growth rescue, actives largely listed as activators | yeast expressing A-beta42, growth rescue, OD600, 48 h; response scale: 0% DMSO, 100% iron-clioquinol control | hit rate 0.063% among 410,000; further: potency means the concentration at half of the fitted maximal effect; nearly all actives have a fitted effect of over 55% in size
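Yeast A-beta toxicity model in growth medium with pinned compounds, 48 h at 30 C; growth read as absorbance at 600 nm. Normalized to FeCl3/clioquinol equimolar mix (positive) and DMSO (negative).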
Mm-Cpn inhibitor: blocks the Methanococcus maripaludis chaperonin Mm-Cpn | purified Mm-Cpn ATPase, ADP Transcreener TR-FRET | Potency, µM (titrated, usually from 76.9 µM), without a hit: at the highest dose activity, negative = inhibition, usual class: inhibitors | hit rate 0.031% among 330,000; further: potency means the concentration at half of the fitted maximal effect; on the % scale 0 is the no-effect control and ±100 the full control effect; nearly all actives have a fitted effect of over 80% in size
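Measured: ADP formation by purified Mm-CPN. Conditions: 25 nM protein, 10 uM ATP, Tris pH 7.4 with Mg2+, K+ and DTT, 37°C for 30 min. Detection: Transcreener HTRF after 30 min at room temperature.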
CCT modulator: cytosolic chaperonin activity modulation | AID 651819 | hit rate 0.3% among 360,000 | activity change, % (test concentration not listed), hits read low | purified chaperonin ATPase assay, HTRF ADP detection, 30 min; in the data active means activity change below about -30%; further: on the % scale 0 is the no-effect control and ±100 the full control effect
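ATPase activity: ADP formed was measured by HTRF Transcreener (665/615 nm ratio) after 30 min at 37 deg C with 10 uM ATP. Compounds screened at one 76 uM concentration against 40 or 20 nM TRiC in Tris pH 7.4/KCl/MgCl2/DTT buffer.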
Nrf2 ARE act: Nrf2 pathway activation | AID 624171 | AREc32 ARE-luciferase reporter (MCF7-derived line), luminescence, 24 h | hit rate 0.31% among 410,000 | Potency, µM (top dose mostly 46.1 µM), inactives show at the highest dose activation, most hits filed as activators; further: potency means the concentration at half of the fitted maximal effect; % of control where 0% means no effect; nearly all actives have a fitted effect of over 65% in size
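AREc32 cells carrying an ARE-driven firefly luciferase, 1000 cells/well in OPTI-MEM with 5% FBS, dosed after overnight attachment and incubated 24 hr at 37 deg C. Steady-Glo luminescence read after 30 min at RT.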
HepG2 viability: kills HepG2 cells in TGF-b inhibitor counter-screen; HepG2 CAGA-GFP viability, ATP luminescence, 18 h; Potency, µM (series often up to 46.1 µM), without a hit: at the highest dose activity change, negative = cytotoxicity, hits mostly cytotoxic; hit rate 0.76% among 410,000; AID 588856; further: potency means the concentration at half of the fitted maximal effect; some results filed as inactive show a strong effect at the top dose
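CellTiter-Glo luminescence gave cytotoxicity after 18 hours at 37 degrees C. The cells were HepG2 CAGA-GFP in 1% FBS DMEM, stimulated with 500 pg/mL TGF-beta after compound addition. %Activity was normalised to no-cell wells (complete cell-killing) and DMSO (no toxicity), and curves were fitted and classified.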
Akt phos inh: Akt phosphorylation inhibition; Neuro2A IGF-stimulated pAkt S473 HTRF, 20 min; stronger effect = lower value; activity change, % for hits at 50 µM; hit rate 0.32% among 360,000; in the data active means activity change below about -80%; inconclusive means mostly about -51% to -80%; further: on the % scale 0 is the no-effect control and ±100 the full control effect
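Neuro2A cells in DMEM with 0.5% FBS, overnight at 37 deg C, given compound at single 50 µM final, then IGF (6 nM final) for 20 min at 37 deg C. Lysed; phospho-Akt Ser473 by HTRF after 24 h, 665/615 ratio.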
Nrf2 block: Nrf2 pathway inhibition | A549 ARE-Fluc reporter, luciferase luminescence, 18-24 h | Potency, µM (titrated, usually from 46 µM), inactives show at the highest dose activity change, negative = inhibition, actives largely listed as inhibitors | hit rate 2.1% among 360,000; further: potency means the concentration at half of the fitted maximal effect; on the % scale 0 is the no-effect control and ±100 the full control effect; nearly all actives have a fitted effect of over 60% in size
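A549 ARE_Fluc cells (5000/well, 5% FBS OPTI-MEM) pre-incubated 2 h, then treated with compounds 18-24 h at 37C/5% CO2 in concentration-response. CellTiter-Fluor viability read first; BugLite luciferase luminescence after 15 min at room temperature gives Nrf2 activity.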
TGFb inhibitor: TGF-b pathway inhibition; AID 588855; Potency, µM (highest dose often 46.1 µM), for the others: at the top dose activity, negative = inhibition, hits mostly inhibitors; hit rate 1.2% among 410,000; HepG2 CAGA-GFP TGF-b/SMAD3 reporter, GFP fluorescence, 18 h; TGF-beta stimulated, 500 pg/mL final; further: potency means the concentration at half of the fitted maximal effect; on the % scale 0 is the no-effect control and ±100 the full control effect; nearly all actives have a fitted effect of over 65% in size
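Inhibition was scored as loss of TGF-beta-induced (500 pg/mL final, 18 hours, 37 degrees C) GFP in HEPG2 cells carrying a CAGA-GFP reporter, in DMEM with 1% FBS. Well GFP was summed per cell; Activity was normalised to unstimulated and stimulated DMSO wells, then concentration-response fitting.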
A549 tox: counter-screen for Nrf2 inhibitors: cytotoxicity in A549 cells. Potency, µM (top dose mostly 46 µM), for inactives: at the highest dose activity change, negative = cytotoxicity, most hits filed as inhibitors. hit rate 0.16% among 390,000. A549 ARE-Fluc cells, CellTiter-Fluor viability, 18-24 h; further: potency means the concentration at half of the fitted maximal effect; on the % scale 0 is the no-effect control and ±100 the full control effect
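A549 ARE_Fluc cells in 5% FBS OPTI-MEM were exposed to compounds in concentration-response for 18-24 h at 37 deg C. Viability was read by CellTiter-Fluor fluorescence (Ex 405/Em 525) after 30 min, before the luciferase read.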
Active calls of the source: *; & = joins results of further samples; [ ] = remark or other dose. Unless noted, the call rests on the fitted dose curve; in most records, active means well fitted curve in the direction sought with a large enough effect; inconclusive means small, poorly fitted or top-dose-only effect, or another doubt; inactive means no such curve, though single readings can be large; an effect the other way counts as inactive or inconclusive.

What do the screens show for `COc1ccc(-c2[nH]ncc2/C=N\NC(=O)c2ccc(Br)o2)cc1OC`?
Abeta rescue: 2.4%; Mm-Cpn inhibitor: 0.6%; CCT modulator: -2.0; Nrf2 ARE act: 2.5%; HepG2 viability: -29.4%; Akt phos inh: inactive; Nrf2 block: -1.7%; TGFb inhibitor: 4.1%; A549 tox: -1.0%

Results for Nc1ccc2oc(C3CCCCC3)nc2c1 ?
Abeta rescue: 6.4%; Mm-Cpn inhibitor: -1.0%; CCT modulator: 1.0; Nrf2 ARE act: -0.7%; HepG2 viability: -54.6%; Akt phos inh: inactive; Nrf2 block: inconclusive; TGFb inhibitor: 12.6%; A549 tox: 13.6%

How did CN1CCC(=O)N([C@H](COc2ccccc2)Cc2ccccc2)CC1 do in these assays?
Abeta rescue: 3.4%; Mm-Cpn inhibitor: -1.6%; CCT modulator: 1.0; Nrf2 ARE act: -2.3%; HepG2 viability: -11.9%&21.8%; Akt phos inh: inactive; Nrf2 block: 9.2%; TGFb inhibitor: 11.0%&15.4%; A549 tox: -0.6%

Results for O=C(Nc1ccc2c(c1)OCO2)c1cnc2n(c1=O)CCS2 ?
Abeta rescue: -10.4%; Mm-Cpn inhibitor: -1.4%; CCT modulator: -2.6; Nrf2 ARE act: 0.4%; HepG2 viability: -9.7%; Akt phos inh: inactive; Nrf2 block: inconclusive; TGFb inhibitor: inconclusive; A549 tox: 3.6%

What do the screens show for `Cc1cccc(C)c1NC(=S)N1CCCCCC1`?
Abeta rescue: -3.3%; Mm-Cpn inhibitor: -0.3%; CCT modulator: 0.1; Nrf2 ARE act: 0.0%; HepG2 viability: 0.7%; Akt phos inh: inactive; Nrf2 block: 7.4%; TGFb inhibitor: 0.0%; A549 tox: -5.0%

What do the screens show for `O=C(C1CC1)N1CCc2cc(Br)cc(S(=O)(=O)N3CCN(c4ccccc4)CC3)c21`?
Abeta rescue: 1.2%; Nrf2 ARE act: 0.0%; HepG2 viability: -0.3%; Nrf2 block: 5.2%[9.27 µM]; TGFb inhibitor: 8.1%; A549 tox: 1.9%

How did O=C(O)CSCCn1cccn1 do in these assays?
Abeta rescue: 1.1%; Mm-Cpn inhibitor: 1.5%; CCT modulator: -4.7; Nrf2 ARE act: 0.1%; HepG2 viability: 2.1%; Akt phos inh: inactive; Nrf2 block: -2.7%; TGFb inhibitor: 0.6%; A549 tox: -4.7%

How did CCCCCCN(C(=O)CCCCCN1C(=O)NC(c2ccc([N+](=O)[O-])cc2)C(C(=O)OCc2ccccc2)=C1C)C(C(=O)NCCCC)C1CCCCC1 (stereo unspecified) do in these assays?
Abeta rescue: 12.7%; Mm-Cpn inhibitor: 0.4%; CCT modulator: 0.3; Nrf2 ARE act: 4.8%; HepG2 viability: -27.1%; Akt phos inh: inactive; Nrf2 block: -16.2%; TGFb inhibitor: -4.8%; A549 tox: -17.8%

Results for O=C(c1cc(COc2ccc(F)cc2F)on1)N1C[C@H]2CC[C@H]1C2 ?
Abeta rescue: -6.8%; Mm-Cpn inhibitor: -2.2%; CCT modulator: -3.3; Nrf2 ARE act: -0.1%; HepG2 viability: -21.9%; Akt phos inh: inactive; Nrf2 block: inconclusive; TGFb inhibitor: 5.4%; A549 tox: -0.3%

What do the screens show for `CC(C)(C)c1ccc(OCCCNC2CCCC2)cc1`?
Abeta rescue: 3.7%; Mm-Cpn inhibitor: 1.0%; CCT modulator: -1.5; Nrf2 ARE act: 4.5%; HepG2 viability: -72.1%; Akt phos inh: inactive; Nrf2 block: 26.7%; TGFb inhibitor: inconclusive; A549 tox: 2.1%

What do the screens show for `CCOC(=O)c1ccccc1NC(=O)Nc1ccc(OC)c(OC)c1`?
Abeta rescue: 6.7%; Mm-Cpn inhibitor: -0.6%; CCT modulator: 1.9; Nrf2 ARE act: -0.2%; HepG2 viability: 1.8%; Akt phos inh: inactive; Nrf2 block: -20.9%; TGFb inhibitor: 0.1%; A549 tox: 1.3%

What do the screens show for `O=C(NCCc1ccccc1)C(=O)NCC1OCCCN1S(=O)(=O)c1cccs1` (stereo unspecified)?
Abeta rescue: -1.4%; Mm-Cpn inhibitor: 5.1%; CCT modulator: 0.4; Nrf2 ARE act: -0.2%; HepG2 viability: -11.9%; Akt phos inh: inactive; Nrf2 block: -1.3%; TGFb inhibitor: -6.9%; A549 tox: 0.8%

How did Cc1ccc(F)cc1C(=O)N1CCCC1(C)C(=O)NCC(C)C (stereo unspecified) do in these assays?
Abeta rescue: -18.7%; CCT modulator: 0.9; Nrf2 ARE act: -0.8%; HepG2 viability: 1.8%; Akt phos inh: inactive; TGFb inhibitor: -2.5%

What do the screens show for `CCOc1ccc(NC(=O)C2CCN(C(=O)C3CC(=O)N(c4ccc(C)cc4)C3)CC2)cc1` (stereo unspecified)?
Abeta rescue: 2.8%; Mm-Cpn inhibitor: -1.0%; CCT modulator: 1.0; Nrf2 ARE act: 0.2%; HepG2 viability: 1.0%; Akt phos inh: inactive; Nrf2 block: 6.7%; TGFb inhibitor: 10.0%; A549 tox: -3.0%

How did CN(C)c1ccc(Nc2c3c4c(cccc4n(C)c2=O)C(=O)c2ccccc2-3)cc1 do in these assays?
Abeta rescue: -24.3%; Mm-Cpn inhibitor: 0.7%; CCT modulator: -1.0; Nrf2 ARE act: 0.5%; HepG2 viability: -15.7%; Akt phos inh: inactive; Nrf2 block: 8.2µM*; TGFb inhibitor: -2.9%; A549 tox: 14.6µM*

Results for Cc1ccc(S(=O)(=O)N2C[C@H]3C(=O)C[C@@H](c4ccccc4)N(S(=O)(=O)c4ccccc4C)[C@H]3C[C@H]2c2ccccc2)cc1 ?
Abeta rescue: -8.2%; CCT modulator: -0.8; Nrf2 ARE act: 0.5%; HepG2 viability: -4.4%; Akt phos inh: inactive; TGFb inhibitor: -19.4%

How did Cc1cccc(-n2cnc3cc(C(=O)NCC4CCCO4)ccc32)c1 (stereo unspecified) do in these assays?
Abeta rescue: -1.8%; CCT modulator: 1.5; Nrf2 ARE act: 0.0%; HepG2 viability: -32.5%; Akt phos inh: inactive; TGFb inhibitor: -9.3%

How did CC(=O)Nc1cnc(/C=C\CCCO)cn1 do in these assays?
Abeta rescue: -3.9%; CCT modulator: -1.0; Nrf2 ARE act: 0.3%[9.22 µM]; HepG2 viability: 1.0%; Akt phos inh: inactive; TGFb inhibitor: 0.5%

How did Fc1ccc(Br)cc1/C=N/n1cnnc1 do in these assays?
Abeta rescue: 1.7%; Mm-Cpn inhibitor: 2.0%; CCT modulator: -1.2; Nrf2 ARE act: 10.1%; HepG2 viability: -3.9%; Akt phos inh: inactive; Nrf2 block: -14.3%; TGFb inhibitor: 0.0%; A549 tox: -5.3%

Results for Nc1nc(SCc2ccccc2Cl)ns1 ?
Abeta rescue: -16.3%; Mm-Cpn inhibitor: 0.0%; CCT modulator: -2.2; Nrf2 ARE act: 0.5%; HepG2 viability: -28.3%; Akt phos inh: inactive; Nrf2 block: 0.5%; TGFb inhibitor: 12.6%; A549 tox: 0.7%

How did NS(=O)(=O)c1cccc(NC(=O)CSc2n[nH]c(-c3cccs3)n2)c1 do in these assays?
Abeta rescue: -11.0%; Mm-Cpn inhibitor: 3.3%; CCT modulator: 0.1; Nrf2 ARE act: 1.0%; HepG2 viability: -16.5%; Akt phos inh: inactive; Nrf2 block: 8.5%; TGFb inhibitor: -8.5%; A549 tox: -1.9%

What do the screens show for `COc1ccc(-c2cc(C(F)(F)F)nc(SCC(=O)NCc3cccs3)n2)cc1OC`?
Abeta rescue: -7.9%; Mm-Cpn inhibitor: -8.4%; CCT modulator: 1.3; Nrf2 ARE act: 3.3%; HepG2 viability: -32.3%; Akt phos inh: inactive; Nrf2 block: -3.6%; TGFb inhibitor: 10.6%; A549 tox: -8.1%

What do the screens show for `COc1ccc(-c2ccc3c(c2)C2CC3CCN2C(=O)C(C)(C)C)cc1` (stereo unspecified)?
Abeta rescue: -7.7%; CCT modulator: 1.1; Nrf2 ARE act: 6.4%; HepG2 viability: -50.3%; Akt phos inh: inactive; Nrf2 block: 5.8%; TGFb inhibitor: -19.1%; A549 tox: 16.8%

How did O=C(NCCN1CCOCC1)C1CCN(S(=O)(=O)N2CCCC2)CC1 do in these assays?
Abeta rescue: -5.4%; Mm-Cpn inhibitor: 0.8%; CCT modulator: -0.1; Nrf2 ARE act: 2.4%; HepG2 viability: 31.8%; Akt phos inh: inactive; Nrf2 block: 2.1%; TGFb inhibitor: 2.2%; A549 tox: -1.3%

How did NS(=O)(=O)c1ccc(CNS(=O)(=O)c2ccc3ccccc3c2)cc1 do in these assays?
Abeta rescue: -7.7%; Mm-Cpn inhibitor: -4.3%; CCT modulator: 0.2; Nrf2 ARE act: -0.2%; HepG2 viability: -2.2%; Akt phos inh: inactive; Nrf2 block: -8.2%; TGFb inhibitor: 0.2%; A549 tox: -17.1%

How did Cc1ncc(COCc2ccccc2)c(CO)c1OCc1ccccc1 do in these assays?
Abeta rescue: 0.8%; CCT modulator: -0.2; Nrf2 ARE act: 2.3%; HepG2 viability: -10.2%; Akt phos inh: inactive; Nrf2 block: 15.1%; TGFb inhibitor: -13.3%; A549 tox: 2.5%
